mcGAS inh: inhibitors of mouse cGAS; 0.15% of 160,000 active; inhibition, % at 12.5 µM; recombinant cGAS, Kinase-Glo ATP depletion luminescence;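 further: 0% = negative control wells and 100% = reference inhibitor with no enzyme activity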
hcGAS lum: human cGAS inhibition | 0.081% of 290,000 active | inhibition, % at 12.5 µM | Q8N884 | AID 1259398 | recombinant h-cGAS, ATP depletion, Kinase-Glo luminescence;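 further: 0% = vehicle reaction and 100% = reaction without DNA for no activity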
Target sequence (Q8N884 whole entry, looked up): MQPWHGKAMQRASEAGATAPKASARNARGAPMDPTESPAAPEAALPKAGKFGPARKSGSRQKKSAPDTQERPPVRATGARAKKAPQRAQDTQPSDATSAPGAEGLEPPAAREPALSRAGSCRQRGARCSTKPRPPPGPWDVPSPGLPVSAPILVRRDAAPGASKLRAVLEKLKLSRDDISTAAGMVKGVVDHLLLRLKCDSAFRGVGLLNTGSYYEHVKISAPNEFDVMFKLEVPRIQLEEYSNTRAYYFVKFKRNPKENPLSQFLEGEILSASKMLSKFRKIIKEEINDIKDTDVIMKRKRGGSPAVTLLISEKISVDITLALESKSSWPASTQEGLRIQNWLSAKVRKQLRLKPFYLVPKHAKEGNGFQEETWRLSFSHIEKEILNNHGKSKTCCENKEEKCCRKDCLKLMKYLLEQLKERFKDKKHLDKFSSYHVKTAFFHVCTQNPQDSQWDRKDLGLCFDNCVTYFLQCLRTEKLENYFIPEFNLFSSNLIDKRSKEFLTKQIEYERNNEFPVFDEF
NPYLR7 agonist: mosquito NPYLR7 agonism; HEK293T NPYLR7/Galpha15, GCaMP6s calcium fluorescence; activation, % at 10 µM; 0.15% of 270,000 active; in the data active means activation above about 40%;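 further: 0% = vehicle and 100% = reference agonist at the receptor; some compounds past the cut are filed as inactive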
The depositor's hits bear a star; . = not tested or not shown; & = joins results of further samples. Unless noted, no stated cut-off is given here; in the data, active means inhibition above about 40%; inactive means the rest.

smiles,mcGAS inh,hcGAS lum,NPYLR7 agonist
CCOC(=O)C1C(=O)N(C(=O)c2cncc(Br)c2)CC1c1ccccc1 (stereo not drawn),.,1.5,-0.6
CN1C(=O)C2(CCN(C(=O)CCCn3ccnc3)CC2)c2ccccc21,-12.2,-6.8,-6.2
CCN(CC)CCCNC(=O)c1cc2c(s1)CSC2,-3.3,-9.2,11.6
CCOC(=O)C1CCCN(C(=O)c2cc3ccsc3n2CCCc2ccccc2)C1 (stereo not drawn),0.5,7.0,4.5
CN(Cc1cc(-c2ccccc2)n[nH]1)C(=O)c1cn(CC2COc3ccccc3O2)nn1 (stereo not drawn),.,-6.1,0.8
O=C(Nc1nc2c(s1)CCC2)c1ccc(Br)cc1,.,-8.2,3.2
O=C1C(=Cc2c(NCCCO)nc3ccccn3c2=O)SC(=S)N1CCc1ccccc1,-9.1,-8.3,7.2
Cc1ccc(-n2c(C)c(C)n3c4c(=O)n(CC(=O)C(C)(C)C)c(=O)n(C)c4nc23)c(C)c1,-7.5,-0.8,6.1

An excerpt of these results, with each value named:
CCOC(=O)C1C(=O)N(C(=O)c2cncc(Br)c2)CC1c1ccccc1 (stereo not drawn)
- mcGAS inh: .
- hcGAS lum: 1.5
- NPYLR7 agonist: -0.6
CCOC(=O)C1CCCN(C(=O)c2cc3ccsc3n2CCCc2ccccc2)C1 (stereo not drawn)
- mcGAS inh: 0.5
- hcGAS lum: 7.0
- NPYLR7 agonist: 4.5
CCN(CC)CCCNC(=O)c1cc2c(s1)CSC2
- mcGAS inh: -3.3
- hcGAS lum: -9.2
- NPYLR7 agonist: 11.6
CN(Cc1cc(-c2ccccc2)n[nH]1)C(=O)c1cn(CC2COc3ccccc3O2)nn1 (stereo not drawn)
- mcGAS inh: .
- hcGAS lum: -6.1
- NPYLR7 agonist: 0.8

(more compounds)
smiles,mcGAS inh,hcGAS lum,NPYLR7 agonist
Cc1onc(-c2c(Cl)cccc2Cl)c1C(=O)N1CCN(c2nc3ccccc3nc2-c2ccccc2)CC1,-5.9,-5.3,.
NS(=O)(=O)c1cc2c(cc1Cl)NC(C(Cl)Cl)NS2(=O)=O (stereo not drawn),-4.9,-1.2&-7.9,-9.1&0.0
Cn1cc(C(=O)N2CCN(CC(=O)N3CCCCCC3)CC2)c2nn(-c3ccccc3)c(=O)c-2c1,-5.8,-2.3,-4.4
CNc1nc2cnc(Nc3ccc(F)c(Cl)c3)cc2n1-c1ccccc1,-5.8,-4.7,8.4
CC(C)COC1=CC(C/C=C/CC2C=C(OCC(C)C)CCC2=O)C(=O)CC1 (stereo not drawn),.,5.0,0.1
Cc1cc(NC(=O)C(C)Oc2ccc3c(=O)c(-c4ccccc4)c(C)oc3c2)no1 (stereo not drawn),.,-7.8,5.3
CC1=C(C(=O)OCCc2ccccc2)C(c2ccc(Cl)cc2)NC(=O)N1C (stereo not drawn),1.4,5.0,-7.7
CCCCn1c(N)c(N(Cc2ccco2)C(=O)Cn2[nH]c(=O)ccc2=O)c(=O)[nH]c1=O,.,-4.5,3.5
COc1cccc(-c2cccc(-c3cccc(NC(=O)C(Cl)Cl)c3)n2)c1,-7.4,-7.1,-4.4
O=C(CCCSc1nnc(Cc2ccccc2)n1-c1ccc(Cl)c(Cl)c1)N1CCN(c2cccc(Cl)c2)CC1,-4.5,-2.8,-1.8
O=c1oc2cc(OCc3cc(=O)n4ccsc4n3)ccc2c2c1CCCCC2,.,-3.5,8.9
O=C(Nc1ccc(C(F)(F)F)cc1)N1CCN(c2nc(-c3ccco3)nc3cc(Cl)ccc23)CC1,-6.1,-2.0,6.1
CC(=O)Nc1ccc(SCC(=O)N2CCN(c3ccccc3)CC2)nn1,.,-1.9,-0.2
COc1ccccc1-n1c(CNC(=O)c2ccc(S(=O)(=O)N3CCCC3)cc2)nnc1SCC(=O)Nc1nccs1,-7.0,-5.1,9.9
C=CCn1c(-c2ccccc2)nn(CN2CCN(Cc3ccccc3)CC2)c1=S,.,-10.9,16.2
CC(C)N(CC(=O)NCCc1ccc(S(N)(=O)=O)cc1)c1cnn(C)c1,.,-4.1,5.0
Cc1cccc(NC(=O)c2cc3cc(Br)ccc3oc2=N)c1,-4.9,2.5,-2.9
O=C(N1CCOC(COc2cccc(C(F)(F)F)c2)C1)C1(c2ccccc2)CC1 (stereo not drawn),.,-5.4,22.7
CC(C)S(=O)(=O)c1cccc(C(=O)N(Cc2ccncc2)c2nc3c(Cl)cccc3s2)c1,-8.8,-6.9,-3.2
CC[C@@H](C)[C@H]1O[C@]2(CC[C@@H]1C)C[C@@H]1C[C@@H](C/C=C(\C)[C@@H](O[C@H]3C[C@H](OC)[C@@H](O[C@H]4C[C@H](OC)[C@@H](O)[C@H](C)O4)[C@H](C)O3)[C@@H](C)/C=C/C=C3\CO[C@@H]4[C@H](O)C(C)=C[C@@H](C(=O)O1)[C@]34O)O2,-4.6,-6.2,4.8
C#CCNC(=O)CS(=O)(=O)Nc1ccc(N2CCCCC2)cc1,.,-8.9,2.3
CCn1c(O)c(N=NC(=O)c2ccccc2Cl)c2ccccc21,.,1.7,-2.1
CC(C)n1ncc(NC(=O)Cn2ccc(-c3ccc(C(F)(F)F)cc3)n2)n1,-13.0,-8.5,.
O=C(Nc1ccc(F)cc1)C1CC(=O)N(Cc2ccccc2)C(=Nc2ccc(Cl)cc2)S1 (stereo not drawn),-6.4,-7.0,-7.3
O=C(O)c1ccnc(-c2ccnc(-c3ccco3)n2)c1,.,-8.2,4.5
O=C(CN1Cc2ccc(N3CCOCC3)nc2C1=O)NCC1CCOCC1,-6.6,-3.8,-12.4
Nc1cc(-c2cccc(Cl)c2)nn1-c1ccc(C(=O)Nc2ccc3ncsc3c2)cc1,-3.7,-6.6,3.9
CC(C)CNC(=O)CCn1cnc2ccccc2c1=O,-4.3,-22.6,9.4
O=C(Nc1nccs1)c1cc2ccccc2o1,-6.2,-7.9,3.0
CN(Cc1ccc2ccccc2n1)Cc1ccccc1C(=O)O,.,-3.6,4.8
CCc1nc2ccc(C(=O)Nc3cccc(NS(C)(=O)=O)c3)cn2c1N(CC)C(=O)NCCc1ccccc1,2.0,-1.2,-24.3
Cc1cc(C)c(S(=O)(=O)N2CCCOC2CNC(=O)C(=O)NCCCN2CCCC2=O)c(C)c1 (stereo not drawn),.,-2.3,0.6
c1ccc(Nc2ccc(-n3ccnc3)nn2)cc1,.,1.0,-0.1
COc1ccc(C)cc1-n1nnc(-c2nc(-c3ccccc3Cl)no2)c1C,-9.5,-9.4,4.0
Cc1ccc(N=Cc2nc(-c3ccc(Cl)cc3)oc2O)cc1,.,0.0,-3.6
O=C1OC(c2ccccc2)=N/C1=C\c1ccccc1F,-3.7,-5.0,2.0
COC(=O)CCCC(=O)N1CCOC(Cc2cccc(OC)c2)C1 (stereo not drawn),.,-2.2,5.5
CCCCN(Cc1cccn1C)C(=O)CN(C(=O)Nc1ccc(C)c(Cl)c1)C(C)C,-2.2,2.4,-4.9
COc1ccc2[nH]c(C(=O)NCCCn3cncn3)c(C)c2c1,.,-6.8,4.3
COCc1nc(-c2cc(C)n(NC(=O)c3ccccc3)c2C)cs1,-8.6,-5.7,1.1
Cn1c(=NC(=O)C2CCCC2)sc2ccccc21,-8.5,-1.8,4.2
Cc1cc(C(=O)NCC2(O)CCCNCC2)sc1-c1ccccc1 (stereo not drawn),.,-7.8,5.5
CCC1CCCCN1C(=O)c1cccc(NC(=O)C2CCCC2)c1 (stereo not drawn),.,-5.9,-6.6
COc1ccc2c(c1)OCC(C=C(C#N)c1ccccn1)=C2,.,-13.0,8.0
COCCCNCc1nc2sc(C)c(C)c2c(=O)[nH]1,-3.4,-6.2,23.7
CCOC(=O)CCC(=O)N(CC(=O)N1CCc2sccc2C1c1ccc(Cl)cc1Cl)CC(C)C (stereo not drawn),-4.0,-4.1,1.8
Cn1nnnc1Sc1c([N+](=O)[O-])cc(C(F)(F)F)cc1[N+](=O)[O-],.,-3.3,4.3
CCOc1ccc(/C=C2N=C(/C=C/c3ccccc3OC)OC\2=O)cc1,.,-1.2,-3.4
Cc1cnc(NCc2ccccc2-n2ccnc2)nc1N(C)C,-12.3,-4.1,-2.7
FC(F)(F)c1ccc2nnc(SCc3ccc(-c4csnn4)cc3)n2c1,.,-0.6,0.1
O=C(c1cn(Cc2cccc3ccccc23)nn1)N1CCC(c2nc3ccccc3o2)CC1,-8.7,-8.5,18.0
O=C(Nc1ccc(C(F)(F)F)cc1)Nc1ccc(N2CCc3ccccc3C2)c(C(=O)NCCc2ccccc2)c1,0.2,-3.2,-12.0
COc1ccc(C)cc1-n1c(SCC(=O)O)nnc1-c1cccnc1,.,-1.2,2.7
COCCn1c(=O)c2c(nc3n2CC(C)CN3c2ccc(Cl)cc2)n(C)c1=O (stereo not drawn),.,-8.8,8.7
CCN(Cc1cccc(C(=O)Nc2c(C)nn(C)c2C)c1)[C@H]1COC[C@@H]1O,-10.7,-8.2,38.9
COc1ccc(-n2c(-c3ccccc3)cc(C(=O)N(C)CCc3ccc(OC)c(OC)c3)c2C)c(OC)c1,-4.6,-7.3,-2.0

Further compounds:
smiles,mcGAS inh,hcGAS lum,NPYLR7 agonist
Cc1nn(C)c(NC(=O)c2cc(C(C)C)[nH]n2)c1C,.,-8.8,17.8
CC=CCn1c(=O)c2c(nc3n(CCO)c(C)c(C)n23)n(C)c1=O,.,-9.9,14.9
COc1ccc(Br)cc1CN1CCN(CC2CC3C=CC2C3)CC1 (stereo not drawn),.,0.0,3.1
Cc1cc(-c2csc(CN3C(=O)CNC3=O)n2)cc(C)c1F,-10.0,-1.6,-3.8
COCCCN(CC(=O)N(CCc1c[nH]c2ccccc12)Cc1ccc(F)cc1)C(=O)c1cccc(Br)c1,-5.6,-18.0,-3.3
O=C(c1cc2ccccc2oc1=O)N1CC[C@H]2CC[C@@H](C1)N2,-14.4,-5.1,.
CCOC(C)c1noc(CN2CC(C)C(=O)Nc3ccccc32)n1 (stereo not drawn),.,-14.5,6.6
CC1Cc2cc(S(N)(=O)=O)ccc2N1 (stereo not drawn),.,-5.3,-2.2
COc1ccc(-c2nnc(SCC(=O)N3CCCC3)n2-c2ccc(Cl)c(Cl)c2)cc1,7.3,-9.0,.
COCCC1(C(=O)Nc2cc(CSC)ccn2)CCC1,.,-0.9,5.1
COc1ccc(OC)c(SCc2ccc(C(=O)N3C4CCC3CC(Oc3cccc(C#N)c3)C4)cc2)c1 (stereo not drawn),-5.6,-0.6,17.3
Cc1cc(NCC2CN(CC(C)C)CCO2)c2ccccc2n1 (stereo not drawn),-3.7,-9.2,6.1
COc1cccc(CC(=O)N2CCC(n3cnc4ccc(C)cc43)CC2)c1,-7.3,-8.7,.
CC1=NC2=C(C(=O)CCC2)C(c2ccc(Cl)cc2)C1C(=O)OCCOc1ccccc1 (stereo not drawn),-3.6,1.2,-0.2
CC(C)c1ccc(Nc2nccc3[nH]c(-c4ccco4)nc23)cc1,-1.9,-2.2,-6.4
O=C(NCCc1ccco1)C1CCCN(C2CCN(Cc3ccncc3)CC2)C1 (stereo not drawn),-8.5,-3.9,4.3
Cc1nn(-c2ccccc2)c2c1P(=O)(N1CCCCC1)C(=C1N(C)c3ccccc3C1(C)C)C=N2 (stereo not drawn),.,-2.7,19.0
CC(=O)c1ccc(N2CCOCC2)c(-c2ccc3c(c2)OCO3)c1,.,-5.5,6.0
N#Cc1cccc(NC(=O)C(c2ccccc2)N2CCCCC2=O)c1 (stereo not drawn),.,-6.8,6.0
COc1ccc(CCN(C)S(=O)(=O)c2ccc(OC)c(N3CCN(S(=O)(=O)c4ccc(F)cc4)CC3)c2)cc1OC,-11.2,-5.3,25.9
CN(CC(O)COCC1COc2ccccc2O1)C1CCCCC1 (stereo not drawn),-2.8,-8.8,0.9
COc1cc(-c2nc3ccc(Cl)cc3[nH]2)cc(OC)c1OC,-5.0,-6.9,10.4
CC(C)(C)c1ccc(OCC(O)Cn2nc(-c3ccc(F)cc3)oc2=O)cc1 (stereo not drawn),.,0.2,14.6
Cc1cc(C)c2nc(-c3ccccn3)cc(C(=O)n3cccn3)c2c1,-0.1,3.7,-8.8
CC(C)NC(=O)CSc1nc(N)c(NC(=O)c2ccc(Cl)cc2)c(=O)[nH]1,-6.4,-5.3,0.6
COCCN(Cc1c(-c2ccccc2)noc1N(C)C1CCCCC1)C(=O)c1ccccc1OC,-3.8,2.4,-4.0
Cc1ccccc1Cn1c(=O)c2c(nc3n2CCN3Cc2ccccc2)n(C)c1=O,.,-4.9,4.3
CCN(CC)S(=O)(=O)c1ccc(NN=C2CCSc3ccc(F)cc32)nc1,.,-11.9,3.9
COc1ccc(CN(C)C2CCCN(CCc3ccccc3)C2)cc1O (stereo not drawn),.,-9.3,3.4
O=C(O)CN1C(=O)/C(=C/c2ccccc2)SC1=S,-3.2,-0.9,-4.6
C=CCn1ccnc1C(O)(CC(C)=O)C(F)(F)F (stereo not drawn),.,-3.6,9.7
COc1cc([C@@H]2c3cc4c(cc3C(O[C@@H]3O[C@@H]5CO[C@@H](c6cccs6)OC5[C@H](O)[C@H]3O)C3COC(=O)[C@@H]32)OCO4)cc(OC)c1O (stereo partly drawn),.,-4.7,-6.2

Source: PubChem (Fisher Drug Discovery Resource Center)

Outcome played no part in choosing rows. Share with any hit: about 0.29%.
